# Akt phos inh: blocks phosphorylation of Akt; Neuro2A IGF-stimulated pAkt S473 HTRF, 20 min; stronger effect = lower value; activity change, % for hits at 50 µM; 360,000 compounds, 0.32% hits; in the data active = activity change below about -80%; inconclusive = mostly about -51% to -80%; note: % is set by controls: 0 for no effect and ±100 for the full control effect
#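 Single-point screen (50 µM final compound) in Neuro2A cells stimulated 20 min with 6 nM IGF at 37 deg C. After lysis, Ser473-phosphorylated Akt read by HTRF (ex 330 nm, em 615/665 nm) as the 665/615 ratio.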
# PTHR1 agonist: agonists of human PTHR1 parathyroid hormone receptor. HEK293 GP2 PTHR1 cells, GloSensor cAMP luminescence, 1 h. Potency, µM (titrated, usually from 115 µM), for inactives: top-dose activation, most hits filed as activators. Q03431. 410,000 compounds, 0.075% hits; note: potency is the fitted concentration of half-maximal effect; nearly all actives have a fitted effect of over 55% in size; some results filed as inactive show a strong effect at the top dose; inactives centre near -15; many of its hits are not listed in these tables
# Target sequence (Q03431 whole entry, looked up): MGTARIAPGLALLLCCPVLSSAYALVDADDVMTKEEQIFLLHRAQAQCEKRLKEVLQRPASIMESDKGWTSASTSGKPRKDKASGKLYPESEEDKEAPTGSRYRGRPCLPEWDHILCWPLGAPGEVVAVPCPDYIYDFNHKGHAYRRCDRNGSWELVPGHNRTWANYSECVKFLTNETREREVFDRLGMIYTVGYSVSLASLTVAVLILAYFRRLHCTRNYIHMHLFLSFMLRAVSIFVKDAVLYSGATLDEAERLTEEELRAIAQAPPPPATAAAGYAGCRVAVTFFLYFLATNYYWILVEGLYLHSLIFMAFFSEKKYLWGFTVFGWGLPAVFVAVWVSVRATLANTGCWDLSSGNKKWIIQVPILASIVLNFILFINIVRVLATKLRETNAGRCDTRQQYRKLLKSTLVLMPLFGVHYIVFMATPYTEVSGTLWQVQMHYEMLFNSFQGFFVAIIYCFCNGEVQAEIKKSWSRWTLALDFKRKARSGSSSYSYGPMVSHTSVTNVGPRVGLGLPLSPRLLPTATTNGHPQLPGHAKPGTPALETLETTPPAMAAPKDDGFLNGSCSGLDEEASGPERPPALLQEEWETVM
#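 HEK-293-derived GP2 cells expressing PTHR1 and a GloSensor cAMP reporter, 3,000/well, plated overnight, given luciferin plus IBMX (each 0.5 mM as added) for 1 h at 37 °C, then compound for 1 h at 37 °C. Luminescence was read after 15 min at room temperature.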
# TDP-43 yeast inh: rescues yeast growth from TDP-43 toxicity; 410,000 compounds, 1.8% hits; TDP-43 expressing yeast growth rescue, BacTiter-Glo, 24 h; Potency, µM (highest dose often 46.1 µM), for the others: top-dose growth rescue (activation), usual class: activators; AID 652104; note: potency is the fitted concentration of half-maximal effect; % of control where 0% means no effect; nearly all actives have a fitted effect of over 50% in size
#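 Galactose-induced TDP-43 yeast, OD600=0.02, compound pinned; 24 hr, 30 deg C; BacTiter-Glo luminescence for growth. Inhibitors of TDP-43 toxicity read as activators.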
# GLP1R ag: GLP-1 receptor (human) agonism. P43220. HEK293 GLP-1R CRE-luciferase, luminescence, 4-6 h; cells express a hypersensitive GLP-1R form. Potency, µM (top dose mostly 45.6 µM), inactives show at the top dose activation, hits mostly activators. 380,000 compounds, 0.007% hits. AID 624172; note: potency is the fitted concentration of half-maximal effect; % of control where 0% means no effect
# GLP1R inv ag: GLP-1 receptor (human) inverse agonism; P43220; HEK293 GLP-1R CRE-luciferase, luminescence, 24 h; GLP-1R form is constitutively active; Potency, µM (titrated, usually from 38.3 µM), inactives show at the top dose activity change, negative = inhibition, hits mostly inhibitors; 410,000 compounds, 1.6% hits; AID 624417; note: potency is the fitted concentration of half-maximal effect; % is set by controls: 0 for no effect and ±100 for the full control effect; nearly all actives have a fitted effect of over 55% in size
#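 Readout was luciferase luminescence, measured 12 min after detection reagent at room temperature. Beforehand, GLP-1R reporter HEK293 cells had sat 12 h, then received compounds for 24 hr at 37 deg C.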
# Abeta rescue: compounds reversing amyloid beta toxicity in yeast; yeast expressing A-beta42, growth rescue, OD600, 48 h; response scale: 0% DMSO, 100% iron-clioquinol control; Potency, µM (top dose mostly 46.1 µM), without a hit: top-dose growth rescue, usual class: activators; 410,000 compounds, 0.063% hits; AID 1347071; note: potency is the fitted concentration of half-maximal effect; nearly all actives have a fitted effect of over 55% in size
#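 Yeast growth medium received pinned compounds, then yeast cells expressing toxic A-beta were added; plates incubated at 30 C for 48 hr. Growth read as absorbance at 600 nm, normalized to DMSO and equimolar FeCl3 plus clioquinol controls.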
# FUS yeast rescue: suppressors of FUS proteinopathy in yeast; S. cerevisiae FUS-expressing, growth rescue, OD600, 24 h; Potency, µM (series often up to 76.6 µM), inactives show at the highest dose growth rescue (activation), most hits filed as activators; 390,000 compounds, 0.24% hits;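 note: potency is the fitted concentration of half-maximal effect; plate controls were DMSO vehicle for no effect and reference control for full effect; nearly all actives have a fitted effect of over 55% in size; some results filed as inactive show a strong effect at the top dose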
#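 Toxicity suppression screen in FUS-yeast. Cells induced with 2% galactose, starting OD 0.005, treated 24hr at 30C with compounds at multiple final concentrations; growth by OD600.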
# DRD3 antagonist: antagonists of human D3 dopamine receptor. P35462. D3R cells, DiscoveRx beta-arrestin luminescence, antagonist mode; stronger effect = lower value. max response, negative = inhibition, %. 360,000 compounds, 2.5% hits; in the data active = max response below about -50%; inconclusive = no clear call, values can overlap the other calls; note: % is set by controls: 0 for no effect and ±100 for the full control effect; mostly tested at two doses, the higher about 12 µM
# Target sequence (P35462 whole entry, looked up): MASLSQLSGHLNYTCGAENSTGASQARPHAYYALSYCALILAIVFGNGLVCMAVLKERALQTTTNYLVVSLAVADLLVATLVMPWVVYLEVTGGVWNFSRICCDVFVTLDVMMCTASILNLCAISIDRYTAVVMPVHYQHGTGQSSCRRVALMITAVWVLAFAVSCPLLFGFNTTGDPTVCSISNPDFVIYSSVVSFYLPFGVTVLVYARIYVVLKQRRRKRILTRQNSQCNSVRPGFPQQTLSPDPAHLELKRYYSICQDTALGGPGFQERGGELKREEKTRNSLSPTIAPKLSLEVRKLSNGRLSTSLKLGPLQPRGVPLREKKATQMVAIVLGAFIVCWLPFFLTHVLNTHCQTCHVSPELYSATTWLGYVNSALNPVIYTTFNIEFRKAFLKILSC
#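 Cells plated overnight at 1500 cells/well, then exposed to library compounds with dopamine controls for 90 minutes at 37 degrees C. DiscoveRx reagent added for 30–60 minutes at room temperature; luminescence read, quantitative HTS format.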
# aSyn rescue: inhibitors of alpha-synuclein toxicity in yeast; Yeast expressing alpha-synuclein, growth rescue, BacTiter-Glo, 24 h; Potency, µM (series often up to 46.1 µM), inactives show top-dose growth rescue (activation), actives largely listed as activators; 370,000 compounds, 0.14% hits; AID 652106; note: potency is the fitted concentration of half-maximal effect; % of control where 0% means no effect; nearly all actives have a fitted effect of over 65% in size
#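 Readout is rescue of growth in alpha-synuclein-expressing yeast, so inhibitors of toxicity appear as activators. Growth after 24 hr at 30 deg C in galactose medium is quantified by luminescence.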
# * hit, by the source's call; i = inactive; ? = inconclusive; . = not tested or not shown; [ ] = dose if it differs, or a comment. Unless noted, calls come from the whole dose curve; as a rule, active = well fitted curve in the direction sought with a large enough effect; inconclusive = small, poorly fitted or top-dose-only effect, or another doubt; inactive = no such curve, though single readings can be large; an effect the other way counts as inactive or inconclusive.
Molecule	Abeta rescue	GLP1R inv ag	GLP1R ag	TDP-43 yeast inh	aSyn rescue	PTHR1 agonist	FUS yeast rescue	DRD3 antagonist	Akt phos inh
COc1ccccc1C(=O)Nc1ccc(OC(C)C(=O)N2CCOCC2)cc1 (stereo unspecified)	-4%	13%	1%	22%	3%	-19%	-2%	20	i
CCCN(CCC)Cc1c(C(=O)N/N=C/c2ccsc2)nnn1-c1nonc1N	-4%	-23%	4%	2%	2%	-18%	4%	-10	i
COC(=O)c1sccc1NC(=O)C1C2C=CC(O2)C1C(=O)O (stereo unspecified)	-4%	1%	-5%	-1%	1%	i	16%	10	i
Cc1ccc([N+](=O)[O-])cc1S(=O)(=O)Nc1cccc(S(=O)(=O)NC2=NCCC2)c1	5%	-1%	3%	-17%	-1%	-25%	1%	14	i
O=C(Cn1cnc2c(cnn2-c2ccccc2)c1=O)N1CCOCC1	-7%	10%	2%	?	-2%	-3%	17%	3	i
Clc1ccc(N2CCN(c3ncnc4c3oc3ccccc34)CC2)cc1	12%	6%	-2%	1%	1%	?	-8%	15	i
C/C(=N\NC(N)=O)c1c(F)cccc1F	-8%	14%	0%	16%	3%	i	-39%	4	i
Cc1nn(C)c(Cl)c1CN1CCCC(C(=O)Nc2cccc(-n3cccn3)c2)C1 (stereo unspecified)	-1%	-17%	2%	3%	-7%	13%	25%	-11	i
Nc1ccc(N2CCN(c3ncc(C(F)(F)F)cc3Cl)CC2)c(C(F)(F)F)c1	7%	?	-7%	20µM*	-57%[inhibitor]	-26%	9%	.	.
O=C(NCCN1CCN(C(=O)c2cc3ccccc3oc2=O)CC1)c1cc2ccccc2oc1=O	3%	0%	3%	-11%	-2%	i	-61%[inhibitor]	-1	i
Cc1ccccc1OCC(=O)Nc1ccccc1C(=O)OCc1cc(=O)n2ccsc2n1	-15%	12%	.	12%[9.22 µM]	.	-24%	-12%	.	.
Cc1c(N2C(=O)CS/C2=N\N=C\c2ccc(Cl)cc2)c(=O)n(-c2ccccc2)n1C	3%	0%	-7%	-16%	-3%	i	8%	5	i
COc1ccc(CNC2C[C@H]3CCCC(=O)N4CC[C@@H](C2)[C@@H]34)cc1 (stereo partly specified)	-1%	-7%	3%	-6%	-1%	-6%	0%	-12	i
O=C(COC(=O)/C=C/c1ccccc1)NC1CCS(=O)(=O)C1 (stereo unspecified)	-3%	6%	-8%	16%	1%	i	-16%	13	i
O=[N+]([O-])c1ccc(-c2nc(Nc3ccc(O)cc3)c3ccccc3n2)cc1	18%	?	6%	7%	-3%	-17%	22%	-23	i
CCCC(=O)NC1CCc2cc(OC)c(OC)c(OC)c2-c2ccc(OC)c(=O)cc21 (stereo unspecified)	5%	-50%	4%	9%	0%	-9%	.	-18	i
c1ccc(-n2cccc2CNC2CCCCC2)cc1	-2%	0%	0%	-16%	0%	29%	-1%	?	i
COc1ccc(CN2CCC2(C)C(=O)NCCNC(C)=O)c2ccccc12 (stereo unspecified)	-9%	5%	23%	14%	2%	-24%	-17%	26	i
Cc1ccc(C(=O)NN(CCC#N)C2=NS(=O)(=O)c3ccccc32)cc1	-3%	-19%	2%	-20%	-1%	-3%	-3%	-10	i
O=C(/C=C/N1CCOCC1)c1coc2ccccc12	-34%[inhibitor]	-27%	-7%	-49%[inhibitor]	-3%	i	.	-2	i
COc1ccccc1N(C)S(=O)(=O)c1ccc(C(=O)OCC(=O)N(C)c2ccccc2)cc1	-5%	3.2µM*	5%	0%	1%	i	31%	-5	i
CN(CCc1ccccc1)C(=O)c1ccc(NC(=O)Cc2ccc(NC(=O)C3CCN(C(=O)c4ccccc4)CC3)cc2)cc1	-4%	-9%	0%	2%	-3%	-45%[inhibitor]	44%	?	i
CCOC(=O)N1CCN(C(=O)c2c(-c3ccccc3)noc2C)CC1	-5%	14%	6%	3%	-1%	1%	-10%	-16	i
O=C(COc1ccccc1)Nc1nnc(SCc2cc(=O)c3ccccc3[nH]2)s1	-9%	-5%	.	10%	.	-25%	-2%	.	.
Clc1cccc(N2CCN(c3nc4ccccc4n4nnnc34)CC2)c1	-2%	20%	.	12%	.	i	0%	.	.
Cn1cc(Br)c(C(=O)N2CCCCCC2)n1	5%	10%	-1%	7%	-6%	i	10%	-12	i
CCCCCNC(=O)c1cccnc1SCC(=O)Nc1ccccc1OC	14%	-24%	8%	-1%	1%	-12%	.	0	i
COc1cc(NC(=O)Cn2ncc3c(=O)oc4ccccc4c32)cc(OC)c1OC	-10%	10%	0%	4%	.	-6%	-25%	.	.
Cc1nc(SCC(=O)c2ccccc2)n[nH]1	14%	0%	-7%	-16%	-3%	-11%[57.5 µM]	-3%	-17	i
Cc1ccc2c(c1)C(=O)C(=O)N2CCOc1ccccc1	18%	?	?	-17%	1%	-18%	13%	-29	i
N#CC(=C(O)COC(=O)CCC1CCCCC1)c1nc2ccccc2[nH]1	4%	2%	0%	24%	0%	-13%	.	8	i
COc1cccc(Cn2c(NCc3cccnc3)nc3c2c(=O)n(C)c(=O)n3C)c1	-6%	0%	3%	-15%	1%	-5%	.	0	i
CC(=O)c1cccc(NC(=O)C(C)OC(=O)c2cccc(-n3cnnn3)c2)c1 (stereo unspecified)	4%	9%	-14%	-17%	3%	-5%	18%	-14	i
Cc1ccc(NC(=O)Nc2ccon2)cc1Cl	2%	?	2%	8%	-9%	-9%	32%	-1	i
CCCn1c(SCC(=O)N2CCCC(C)C2)nnc1-c1cccnc1 (stereo unspecified)	14%	2%	-5%	3%	1%	i	-8%	12	i
CC(C)(C)c1csc(N(CCC#N)CCC#N)n1	14%	15%	14%	-2%	3%	i	36%	12	i
O=C(COC(=O)c1ccccn1)c1ccc(Br)cc1	8%	5%	-14%	15%	1%	-24%[57.5 µM]	10%	8	i
O=C(NCCc1ccccc1)C(c1ccccc1)N(C(=O)c1csnn1)C1CC1 (stereo unspecified)	-8%	-19%	6%	-6%	-3%	i	10%	-6	i
CCOC(=O)N1CCN(S(=O)(=O)N(C)C)CC1	9%	0%	13%	-3%	-1%	-1%	-27%	-16	i
CCOc1ccc2[nH]c3c(N4CCN(C(=O)c5ccco5)CC4)ncnc3c2c1	4%	?	15%	-5%	2%	-11%	13%	29	i
Cc1ccc(S(=O)(=O)c2nnn3c2nc(NCCCN2CCCC2=O)c2ccccc23)cc1C	12%	114%[activator]	18%	-11%	6%	i	-2%	10	i
Cc1ccc(Cl)cc1N1CCN(C(=O)c2cc3c(=O)[nH]c4ccccc4c3n2C)CC1	0%	-18%	6%	11%	-1%	-44%[inhibitor]	3%	24	i
CC(=O)Nc1cc(Br)ccc1O	8%	0%	3%	19%	1%	-15%	-40%	10	i
CC1CCN(S(=O)(=O)c2nnc(NC(=O)c3cccc(F)c3)s2)CC1	-14%	-6%	.	16%	.	-6%	-28%	.	.
O=C(CSc1nn(-c2ccc(F)cc2)c(=S)s1)NC(=O)NCc1ccco1	-1%	0%	0%	-24%	2%	-38%	5%	-14	i
CCOC(=O)c1ccc(NC(=O)Nc2nncs2)cc1	0%	-54%	24%	12%	0%	-31%[inhibitor]	7%	34	i
COc1cc(C)c2c(c1OC)C(=O)CC2	0%	9%	-5%	-17%	-2%	-23%	.	-20	i
COc1ccc(NC(=O)Cn2ccn(Cc3ccccc3)c(=O)c2=O)cc1Cl	1%	0%	.	0%	.	i	12%	.	.
O=c1cc(CN2CCN(Cc3ccccc3)CC2)c2cc(O)ccc2o1	8%	6%	-6%	0%	0%	-12%	-13%	-14	i
Cc1nc2c(C)cccn2c1/C(O)=C1\C(=O)C(=O)N(CCN2CCOCC2)C1c1ccncc1 (stereo unspecified)	-16%	3%	-6%	-15%	-1%	?	5%	?	i
CCC1NC(=O)c2cc3ccccc3cc2-n2c1nc1ccc(OC)cc1c2=O (stereo unspecified)	10%	-2%	1%	12%	6%	-44%[inhibitor]	-17%	22	i
CCOc1ccc(CNc2ncc(-c3ccccc3)n2C)cc1	7%	?	0%	3%	-3%	-25%	-2%	-23	i
CCCN1CCN(c2nnc(-n3cccc3C(=O)Nc3cc(Cl)ccc3C)s2)CC1	5%	-18%	.	6%	.	?	26%	.	.
CC(C)CCNc1nc(-c2ccco2)c2c(c1C#N)CCCC2	-26%	?	-10%	2%	4%	-4%	16%	-5	i
CN(C)CC(O)c1ccc(C=Cc2ccc(Cl)cc2)cc1 (stereo unspecified)	-38%	?	8%	-45%[inhibitor]	17%	-18%	14%	?	i
COc1ccc(CNC(=S)N/N=C/c2ccncc2)cc1	1%	2%	12%	4%	-3%	i	-2%	4	i
O=c1c(Cl)c(Cl)cnn1Cc1ccccc1Cl	-28%	?	-5%	35µM*	4%	-30%[inhibitor]	.	?	i
COc1cc(NC(=O)c2ccc(-c3ccc(F)c(F)c3)c3ccoc23)cc(OC)c1OC	-18%	6%	4%	17%	10%	-11%	-18%	9	i
CNS(=O)(=O)c1cccc(C(=O)Nc2cccnc2)c1	-1%	4%	-17%	-16%	-4%	?	-9%	-57*	i
CC(=O)Nc1cccc(-c2ccnc3c2CC(C)(C(=O)NC(C)C)O3)c1 (stereo unspecified)	8%	-30%	-3%	8%	3%	i	-19%	23	i

# Screens: PubChem, National Center for Advancing Translational Sciences (NCATS)

# An excerpt; the hit share may differ from the screen's.
